From PubChem BioAssay
TrxR1 substrate – is turned over as a substrate by rat TrxR1 | 390,000 compounds, 0.01% hits | purified TrxR1 substrate turnover, NADPH consumption readout | Potency, µM (highest dose often 114 µM), inactives show at the top dose activity change, negative = substrate turnover | O89049; note: potency is the fitted concentration of half-maximal effect; % is set by controls: 0 for no effect and ±100 for the full control effect; nearly all actives have a fitted effect of over 50% in size
Target sequence (O89049 whole entry, looked up): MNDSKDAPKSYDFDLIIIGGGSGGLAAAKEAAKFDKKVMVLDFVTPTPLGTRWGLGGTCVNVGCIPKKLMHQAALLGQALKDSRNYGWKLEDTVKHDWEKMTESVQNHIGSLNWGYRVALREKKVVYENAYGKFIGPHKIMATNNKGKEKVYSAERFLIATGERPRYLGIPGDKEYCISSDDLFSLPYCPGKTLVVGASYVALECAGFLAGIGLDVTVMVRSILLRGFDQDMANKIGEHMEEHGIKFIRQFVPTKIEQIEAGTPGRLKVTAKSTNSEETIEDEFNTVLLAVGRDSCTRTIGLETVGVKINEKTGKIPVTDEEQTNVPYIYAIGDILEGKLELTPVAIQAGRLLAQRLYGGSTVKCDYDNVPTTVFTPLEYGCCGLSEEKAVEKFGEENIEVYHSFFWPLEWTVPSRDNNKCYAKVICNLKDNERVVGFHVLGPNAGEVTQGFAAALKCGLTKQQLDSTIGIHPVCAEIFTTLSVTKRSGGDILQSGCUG
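Rat TrxR1, dispensed at 90 nM, was prereduced with 400 uM NADPH (final) for 5 min at ~22 deg C, then incubated with compound 15 min before 400 uM selenite. A first-read NADPH fluorescence drop versus no-compound background flagged substrates.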
mIDH1 inhibitor – inhibitors of human mutant IDH1 R132H. O75874. IDH1-R132H enzyme, NADPH consumption, diaphorase/resazurin fluorescence. Potency, µM (top dose mostly 76.6 µM), inactives show top-dose activity change, negative = inhibition, usual class: inhibitors. 390,000 compounds, 0.093% hits. AID 602179; note: potency is the fitted concentration of half-maximal effect; % is set by controls: 0 for no effect and ±100 for the full control effect; nearly all actives have a fitted effect of over 65% in size
Target sequence (O75874 whole entry R132H, stated change not applied): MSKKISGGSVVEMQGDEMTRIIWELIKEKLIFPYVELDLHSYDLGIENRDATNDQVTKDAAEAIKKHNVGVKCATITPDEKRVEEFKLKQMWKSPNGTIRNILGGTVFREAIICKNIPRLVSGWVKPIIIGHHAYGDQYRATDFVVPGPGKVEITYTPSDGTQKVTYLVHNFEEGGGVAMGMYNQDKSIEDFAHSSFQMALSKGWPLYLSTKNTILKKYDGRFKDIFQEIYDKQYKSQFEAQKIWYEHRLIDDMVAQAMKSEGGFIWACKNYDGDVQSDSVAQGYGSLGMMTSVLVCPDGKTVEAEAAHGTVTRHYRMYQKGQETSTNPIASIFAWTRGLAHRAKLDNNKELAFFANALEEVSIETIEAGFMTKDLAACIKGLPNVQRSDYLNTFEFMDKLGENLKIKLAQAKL
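IDH1-R132H (0.5 ug/mL) preincubated 30 min with compound, then NADPH (0.016 mM) and alpha-KG (2 mM) added; 80 min at RT, pH 7.5. Remaining NADPH coupled via diaphorase/resazurin to fluorescence (540/590 nm); concentration-response curves normalized to no-enzyme control.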
LDHA block – blocks human lactate dehydrogenase A | P00338 | purified LDHA, NADH/diaphorase-resazurin fluorescence; stronger effect = lower value | activity change, % (values are at about 110 or 230 µM) | 480,000 compounds, 0.15% hits | AID 1347041; in the data active = activity change below about -30%; inconclusive = mostly about -25% to -30%;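 note: plate controls were DMSO wells for no effect and wells without enzyme for full effect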
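Resorufin fluorescence (ex540/em590), read at 0 and 20 min after diaphorase/resazurin addition, reports the NADH left after a 5 min room-temperature reaction of 2 nM human LDH5 with 0.06 mM NADH and 0.2 mM pyruvate.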
Vif-A3G inh – Vif-A3G binding inhibition; AID 602310; Potency, µM (series often up to 46.1 µM), for inactives: at the top dose activity, negative = active, actives largely listed as inhibitors; 410,000 compounds, 0.076% hits; HeLa A3G-eYFP + Vif (tagged APOBEC3G with the HIV-1 protein that degrades it), YFP fluorescence, overnight;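 note: potency is the fitted concentration of half-maximal effect; % is set by controls: 0 for no effect and ±100 for the full control effect; nearly all actives have a fitted effect of over 60% in size; hits raise eYFP signal because A3G escapes Vif-driven loss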
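Read-out is eYFP fluorescence (Ex 488/Em 500-530) from Vif-expressing HeLa A3G-eYFP cells; more signal means A3G escaped Vif-mediated degradation. Cells plated overnight, compound pinned in, incubated overnight at 37 deg C.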
RXFP1 agonist – activates the human relaxin receptor RXFP1 | AID 2676 | 370,000 compounds, 0.3% hits | HEK293T-RXFP1 cAMP TR-FRET, 30 min; response scale: percent of porcine relaxin response, buffer zero | Potency, µM (doses to about 57.5 µM), for the others: at the top dose activation, hits mostly activators; note: potency is the fitted concentration of half-maximal effect; % is set by controls: 0 for no effect and ±100 for the full control effect; nearly all actives have a fitted effect of over 60% in size; many of its hits are not listed in these tables
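Agonist response is measured as cAMP accumulation in an RXFP1-transfected HEK293T line under PDE4 inhibition. Values are scaled between buffer-only and 29 nM porcine relaxin, and EC50s come from standard Hill equation fits.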
Vif-APOBEC3F blk – inhibitors of Vif-A3F interaction; Potency, µM (series often up to 46.1 µM), inactives show at the highest dose activity, negative = active; 390,000 compounds, 0.2% hits; HeLa A3F-eYFP + Vif (tagged APOBEC3F with the HIV-1 protein that degrades it), YFP fluorescence increase; note: potency is the fitted concentration of half-maximal effect; % of control where 0% means no effect; nearly all actives have a fitted effect of over 65% in size
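HeLa cells stably expressing Vif plus C-terminally eYFP-tagged A3F were seeded, incubated overnight at 37 deg C, dosed with compound, incubated overnight again at 37 deg C. Yellow fluorescence (Ex 488/Em 500-530) reported blocked Vif-mediated A3F-eYFP degradation.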
Glioma ERSR ind – ER stress response induction in glioma; 420,000 compounds, 0.02% hits; U87-MG GRP78 promoter luciferase reporter, 16 h; AID 602332; Potency, µM, inactives show at the highest dose activation, hits mostly activators; note: potency is the fitted concentration of half-maximal effect; series mostly up to about 76 µM; % of control where 0% means no effect; nearly all actives have a fitted effect of over 35% in size
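Stably transfected U87-MG glioma cells carrying a GRP78-based luciferase sensor; 16 h compound incubation. Luminescence end-point read 10 min after Bright-Glo addition at room temperature.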
PI4K2A inh – inhibitors of human PI4K2A. activity change, negative = inhibition, % at 76.9 µM. 420,000 compounds, 0.13% hits. purified PI4K2A, ADP-Glo luminescence, 1 h; stronger effect = lower value. Q9BTU6. AID 1346378; in the data active = activity change below about -50%; inconclusive = mostly about -30% to -49%;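 note: -100% = wells without enzyme as full effect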
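ADP-Glo luminescence measured ADP generated by PI4K2A enzyme (4 ug/mL before mixing) with 1.2 mM PI substrate (pre-mix) and 300 microM ATP (pre-mix). Tris pH7.5 buffer with MgCl2, Triton X-100; 1 h reaction at ambient temperature.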
USP1 inh – blocks the human USP1/UAF1 deubiquitinase complex. 390,000 compounds, 0.23% hits. O94782. AID 743255. recombinant USP1/UAF1, Ub-Rhodamine cleavage fluorescence. Potency, µM (doses to about 57.1 µM), without a hit: at the top dose activity change, negative = inhibition, actives largely listed as inhibitors; note: potency is the fitted concentration of half-maximal effect; % is set by controls: 0 for no effect and ±100 for the full control effect; nearly all actives have a fitted effect of over 60% in size; inactives centre near -12
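High-throughput fluorogenic screen: 1nM USP1/UAF1 complex, Ub-Rho substrate 150nM final, 50mM HEPES pH 7.8 with 0.5mM EDTA, 0.1 mg/ml BSA, 1mM TCEP and 0.01% Tween-20.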
Active calls of the source: *; ? = inconclusive; / = not tested or not shown; & = joins results of further samples; [ ] = another dose, or the depositor's remark. Unless noted, calls come from the whole dose curve; as a rule, active = well fitted curve in the direction sought with a large enough effect; inconclusive = small, poorly fitted or top-dose-only effect, or another doubt; inactive = no such curve, though single readings can be large; an effect the other way counts as inactive or inconclusive. This is a subset. The share of hits here may be higher or lower than overall.

SMILES	TrxR1 substrate	mIDH1 inhibitor	LDHA block	Vif-A3G inh	RXFP1 agonist	Vif-APOBEC3F blk	Glioma ERSR ind	PI4K2A inh	USP1 inh
O=C(COc1cccc([N+](=O)[O-])c1)N/N=C/c1ccco1	-5%[57.1 µM]	8%	-3	2%	-0.2%	-12%	-3%	1	10%
COC(=O)c1ccc(C(=O)NC2CCCc3c2cnn3-c2ccc(C)c(C)c2)cc1 (configuration not stated)	6%	6%	-3	?	-0.1%	-5%	-4%	-2	-19%
CCN(CC(=O)NC(=O)NCc1ccccc1)Cc1nc2ccccc2c(=O)[nH]1	1%[57.1 µM]	1%	-1	1%	0.9%	-12%	-5%	3	-24%
Cc1ccc(C(c2nc3ccccc3[nH]2)n2c(-c3ccccc3)nc3ccccc32)cc1 (configuration not stated)	/	/	-3	-6%	/	/	1%	-2	/
CC1=C(C(=O)O)CC(S(=O)(=O)O)C1(C)C (configuration not stated)	8%[57.1 µM]	5%	-9	0%	/	-10%	-4%	1	-23%
CC(C)CNc1ncnc2c1ncn2[C@H]1CN(Cc2cccc3ccccc23)C[C@@H](CO)O1	/	/	-3	3%	/	/	-1%	-1	/
COc1ccc(C(=O)NC2(C(F)(F)F)NC(=O)N(CCCc3ccccc3)C2=O)c(OC)c1OC (configuration not stated)	2%[57.1 µM]	3%	3	-10%	-0.2%	10%	-5%	0	-13%
COc1cc(C2OCC3C(c4cc(OC)c(OC)c(OC)c4)OCC23)cc(OC)c1OC (configuration not stated)	4%	-12%	1	-1%	1.6%	0%	-2%	-2	-26%
O=C(OCC(=O)c1ccc(Cl)s1)c1cncc(Br)c1	-2%	-9%	-3	0%	/	-5%	-3%	-5	-11%
Cc1cc2c(cc(C(=O)OC(C)C(=O)NCc3ccc(F)cc3)n2C)o1 (configuration not stated)	11%	28%	-8	-4%	/	4%	-7%	-17	2%
Oc1c(Cl)cc(Cl)c(Cl)c1Cc1c(O)c(Cl)cc(Cl)c1Cl	7%	-2%	-106*	-3%	-0.2%	3%	-5%&-5%&-4%	-2&-1	?
CC(/C=C/c1ccco1)=N\NC(=O)c1cccnc1	0%	1%	10	1%	-0.5%	-11%	-1%	-3	?
COCCNC(=O)CN1C(=O)CSc2ncccc21	0%	-2%	-2	-5%	-0.5%	-1%	-3%	-1	-8%
Cc1nn(CC(=O)Nc2ccc(N3CCOCC3)cc2)c(C)c1[N+](=O)[O-]	-13%	3%	1	0%	/	6%	-5%	-5	-2%
CCn1c(SCC(=O)OC(C)C)nnc1-c1cccc(Cl)c1	3%	-3%	-3	1%	-1.1%	0%	-2%	-2	11%
Cc1nn2c(-c3ccc(F)cc3)ccnc2c1Cl	7%[57.1 µM]	5%	0	-3%	2.7%	-24%	-3%	-3	-10%
Cc1cc(C)c(NC(=O)COc2ccc3c(C)cc(=O)oc3c2)c(C)c1	89%[activator]	-20%	2&-1	3%	5.3%	-6%	-4%	-2	-14%
CC(=O)COC(=O)C1CC(=O)N(c2ccc(C)c(C)c2)C1 (configuration not stated)	0%	21%	-2	4%	-0.7%	1%	1%	1	-9%
CC(C)=CCCC(C)CN1CCC(n2nccc2NC(=O)c2cccnc2)CC1 (configuration not stated)	-5%	-5%	-3	1%	-0.3%	6%	-3%	-1	2%
COc1ccc(-c2cc(C(=O)NCCN3CCOCC3)c3ccccc3n2)cc1	86%[activator]	-3%	-3	0%	2.8%	0%	-1%	2	-3%
Cc1c(Cl)cccc1NC(=O)CNC(=O)c1ccc2c(c1)OCCO2	-3%	-2%	-11	-6%	/	-6%	2%	2	-12%
COC(=O)CNC(=O)C(C)NC(=O)CNC(=O)OCc1ccccc1 (configuration not stated)	-1%	12%	-2	1%	-0.9%	-4%	-1%	0	-21%
CC(=O)N1CCN(S(=O)(=O)c2cccc(C(=O)NCCC3=CCCCC3)c2)CC1	3%	5%	-9	-1%	-0.6%	7%	-4%	-2	-5%
Cn1cnnc1Sc1nc2c(c(=O)n(C)c(=O)n2C)n1Cc1ccccc1Cl	6%	0%	1	-2%	13%	0%	-3%	1	-15%
CC1CCN(C(=S)SCc2nc(N)nc(Nc3ccccc3)n2)CC1	-3%	-2%	1	-1%	-1.4%	1%	4%	-1	-26%
C[C@H](CO)N1C[C@H](C)[C@@H](CN(C)CC2CCCCC2)Oc2c(NC(=O)Cc3ccccc3)cccc2C1=O	-9%	-28%	-2	-9%	/	-9%	5%	-3	-16%
COc1ccc(-c2noc(Cn3c(=O)c4ccccc4n(CC(=O)Nc4cccc(OC)c4)c3=O)n2)cc1	0%	0%	-1	-2%	0.1%	-4%	-2%	1	-1%
CCCCn1c(N)c(N(CC(C)C)C(=O)c2ccc(COc3ccccc3)o2)c(=O)[nH]c1=O	-1%	-17%	-3	0%	2.5%	-8%	-5%	1	-11%
COc1ccc(OC)c(C2NC(=O)NC(C)=C2C(=O)Nc2ccc(F)cc2)c1 (configuration not stated)	-3%	6%	-6	-3%	0.6%	0%	1%	-2	-21%
Cc1cc(C)c(NC2=NS(=O)(=O)c3ccccc32)c(C)c1	8%[57.1 µM]	1%	-7	0%	1.9%	-4%	0%	1	-17%
O=C(Oc1ccc(OC(=O)c2ccco2)c(S(=O)(=O)c2ccc(Cl)cc2)c1)c1ccco1	-9%	1%	-7	1%	-0.3%	0%	-2%	46	-15%
CC(Sc1nnc(NCc2ccccc2)s1)C(=O)Nc1ccc2c(c1)C(=O)c1ccccc1C2=O (configuration not stated)	-5%	0%	11	-7%	0.5%	-10%	1%	-8	-15%
Cc1ccc(C)c(SCC(=O)NCc2ccco2)c1	-4%	11%	-10	3%	-0.7%	-1%	-3%	2	-18%
CCS(=O)(=O)c1ccc(-c2csc(-c3ccccc3Cl)n2)c(Cl)c1Cl	10%[57.1 µM]	4%	-8	0%	0.3%	-7%	0%	-4	-28%
CCOc1ccc(N(CC(=O)NC2CCCCCC2)S(=O)(=O)c2c(C)noc2C)cc1	1%	5%	-2	2%	2.6%	-9%	-4%	0	-21%
Cc1cccc(-c2nnc(NC(=O)c3ccc(N4C(=O)CCC4=O)cc3)s2)c1	2%[57.1 µM]	-4%	-4	0%	4.2%	-7%	-3%	-2	-5%
O=C(O)c1ccc(S(=O)(=O)NN=Cc2c[nH]c3ccccc23)cc1	/	-3%	-16	0%	/	2%	1%	0	-2%
O=C(O)c1ccccc1C(=O)Nc1ccc(Br)c(C(F)(F)F)c1	3%	4%	1	4%	0.0%	-2%	-4%	2	-17%
CC1(C)CC(=O)c2sc(N3CCCCC3)nc2C1	-23%	-7%	-2	1%	1.1%	-13%	3%	3	5%
C/C(=N\NC(=O)C1CC1)c1cccs1	11%[57.1 µM]	4%	-2	-3%	2.8%	-6%	2%	0	2%
CC1(C)SCC(C(=O)O)NC1=O (configuration not stated)	9%[57.1 µM]	2%	-3	8%	-2.0%	-5%	-1%	-24	-15%
CC(=O)c1cccc(NC(=O)C(Sc2ncnc3ccccc23)c2ccccc2)c1 (configuration not stated)	8%[57.1 µM]	-1%	-5	-8%	1.5%	-19%	-4%	1	-11%
CC(C)CCNC(=O)CCCCn1c(=O)[nH]c2ccsc2c1=O	11%	0%	4	-3%	7.0%	-18%	-2%	1	-13%
CCC(=O)c1ccc(N2CCN(C(=O)c3ccc(Br)cc3)CC2)c(F)c1	5%[57.1 µM]	4%	-5	2%	-2.6%	-1%	-2%	-5	-8%
O=c1[nH]c(CN2CCN(S(=O)(=O)c3ccc(Cl)cc3)CC2)nc2cc(Cl)ccc12	-6%	-2%	-5	0%	6.2%	-2%	-6%	-3	-1%
Cc1ccccc1CNC(=O)Cn1cc2c(n1)-c1c(oc(C(=O)N3CCCC3)c1C)CC2	-5%	-5%	26	-1%	-0.3%	0%	-1%	-10	?
CSc1ccccc1NC(=S)NC1CCCC1	8%	17%	-2	0%	0.3%	-1%	10%	-4	-18%
CC1CC(C)CN(C(=O)CCNS(=O)(=O)c2ccc3c(c2)CCC(=O)N3)C1 (configuration not stated)	5%	4%	0	-2%	-0.2%	-4%	-2%	0	-15%
COc1ccc([N+](=O)[O-])cc1NC(=O)C1(c2ccc(OC)c(OC)c2)CCOCC1	2%[57.1 µM]	3%	-10	1%	0.4%	5%	-2%	0	-8%
Cc1ccc(N2C(=O)C3NN=C(C(=O)OCc4ccccc4)C3C2=O)cc1 (configuration not stated)	0%[57.1 µM]	2%	2	2%	2.1%	1%	1%	-9	-10%
COc1cccc(NC(=O)CCc2c(C)nc3c4cccnc4nn3c2C)c1	114%[activator]	20%	5	-2%	14%	-1%	-5%	-12	?
CCC(=O)Nc1cc(C)c(NC(=O)CCc2ccccc2)cn1	-3%	6%	3	3%	0.4%	2%	-6%	-3	3%
